# Screening data: PubChem, National Center for Advancing Translational Sciences (NCATS)
# A-T KAP1 phos: potential ataxia-telangiectasia treatments restoring KAP-1 phosphorylation; AID 485349; hit rate 0.19% among 320,000; […] A-T fibroblasts, KAP-1 phosphorylation AlphaLISA; neocarzinostatin DNA damage 30 min before lysis; Potency, µM (highest dose often 57.5 µM), for the others: at the top dose activation, usual class: activators; also: potency is read from the fitted curve at half-maximal effect; % of control where 0% means no effect; nearly all actives have a fitted effect of over 45% in size
#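 hTERT-immortalized A-T patient fibroblasts ([…]), 500 cells/well in OPTI-MEM, 1% FBS, got compounds for 60 min, then NCS for 30 min at 37C. Lysates were then assayed for phospho-KAP-1 by AlphaLISA (anti-pKAP1 donor, anti-KAP1 acceptor beads), 6 hr at 25C.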
# ELG1 repair inh: blocks ELG1-dependent DNA repair in HEK293T cells | HEK293T ELG1-luciferase reporter, luminescence, 16 h; DNA damage induced by 5-fluorouridine | Potency, µM (titrated, usually from 46.1 µM), without a hit: top-dose activity change, negative = inhibition, hits mostly inhibitors | hit rate 2.3% among 330,000; also: potency is read from the fitted curve at half-maximal effect; % is scaled to controls: 0 for no effect and ±100 for the full control effect; nearly all actives have a fitted effect of over 55% in size
#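 Step one: seed 2,000 cells per well. Step two: pin-transfer compound or DMSO alongside 5-fluorouridine. Step three: incubate 16 hr, 37 °C, 5% CO2. Step four: add ONE-Glo, wait 30 min, read luminescence.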
# MLL CXXC-DNA inh: MLL CXXC-DNA interaction inhibition; Q03164; MLL-CXXC / FITC-HOXA9 DNA fluorescence polarization; Potency, µM (doses to about 115 µM), without a hit: at the highest dose activity change, negative = inhibition, hits mostly inhibitors; hit rate 0.037% among 290,000; AID 2662; active = well fitted inhibition curve with a large enough effect in the polarisation, with a control signal flat, not every such curve was filed as active; inconclusive = small, poorly fitted or top-dose-only effect, or effect the other way, or a change in a side signal; inactive = no such curve, though single readings can be large or run the other way; the % refers to the polarisation; also: potency is read from the fitted curve at half-maximal effect
#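 Steps: dispense CXXC domain solution (7 uM) → pin compounds or unlabeled HOX-A9 DNA control → 5 min ambient → add FLSN-HOX-A9 solution (50 nM) → spin → 30 min ambient → fluorescence polarization. Tris pH 7.5/NaCl/DTT/BSA buffer.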
# BRCA1 expr up: increases BRCA1 expression; hit rate 1.1% among 380,000; MCF7-BRCA1-FFLuc reporter, luminescence, 48 h; response scale: scaled: vehicle 0%, 10 µM genistein 100%; Potency, µM (series often up to 46.1 µM), for inactives: at the highest dose activation, usual class: activators; AID 624202; also: potency is read from the fitted curve at half-maximal effect; nearly all actives have a fitted effect of over 80% in size; some results filed as inactive show a strong effect at the top dose
#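 48 h compound treatment of MCF7-BRCA1-FFLuc cells (phenol-red free MEM, 37 °C), then 15 min with luciferase substrate and luminescence imaging.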
# p53 reactivator: mutant p53 re-activation in reporter cells. Potency, µM (highest dose often 92.2 µM), for the others: top-dose activity change, positive = activation, actives largely listed as activators. AID 504706. hit rate 0.063% among 320,000. H1299 p53-A138V BP100-luciferase reporter, luminescence, 24 h; also: potency is read from the fitted curve at half-maximal effect; % of control where 0% means no effect; nearly all actives have a fitted effect of over 45% in size
#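 p53-null H1299 cells stably carrying temperature-sensitive p53-A138V and a BP100-luciferase reporter were pinned with compounds (4-point, 1:5 series) and held 24 hrs at 37 deg C. Luminescence was read 10 min after detection reagent.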
# a7 integrin act: integrin-mediated muscular dystrophy alleviation activation; alpha7betagal myoblasts, beta-gal FDG fluorescence, 48 h; AID 624291; hit rate 0.064% among 350,000; Potency, µM (titrated, usually from 38.3 µM), without a hit: at the top dose activation, most hits filed as activators;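 also: potency is read from the fitted curve at half-maximal effect; 100% = response of the positive control SU9516; nearly all actives have a fitted effect of over 60% in size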
#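 Alpha7betagal+/- myoblasts (passage 13) were plated 16-24 hr, then exposed to compounds (1:260 dilution of DMSO stock) for 48 hours at 37C. After MPER lysis, β-galactosidase reporter activity was read as FDG fluorescence (ex 480/em 540) after 30 minutes.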
# TCR activator: T cell receptor activation. 330,000 tested, under 10 active. Potency, µM (doses to about 9.22 µM), inactives show top-dose activation of IL-2 secretion, hits mostly activators. primary human leukocytes, anti-CD3, IL-2 HTRF, 48 h; also: % of control where 0% means no effect
#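 48 hr co-incubation of compounds, a-CD3 beads and primary human leukocytes; IL-2 quantified homogeneously by HTRF with anti-IL-2 K and d2 conjugates.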
# B2AR arrestin: beta2AR (human) beta-arrestin recruitment activity | P07550 | beta-arrestin recruitment to beta2AR, cell-based reporter | Potency, µM (series often up to 46.1 µM), inactives show at the top dose activation, usual class: activators | hit rate 0.02% among 330,000 | AID 492947;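 also: potency is read from the fitted curve at half-maximal effect; 0% = DMSO controls and full agonism = EC100 isoproterenol or metaproterenol; nearly all actives have a fitted effect of over 65% in size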
# TSG101-PTAP inh: blocks PTAP/TSG101 interaction to inhibit HIV-1 budding; 340,000 tested, under 10 active; AID 493005; Q99816; Fluorescence polarization, FITC-PTAP peptide / Tsg101 binding; Potency, µM (highest dose often 115 µM), without a hit: top-dose activity change, negative = inhibition, actives largely listed as inhibitors; active = well fitted inhibition curve with a large enough effect in the main read-out, with a control signal flat, not every such curve was filed as active; inconclusive = small, poorly fitted or top-dose-only effect, or effect the other way, or a change in a side signal; inactive = no such curve, though single readings can be large or run the other way; also: potency is read from the fitted curve at half-maximal effect; % of control where 0% means no effect
#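 Fluorescence polarization binding of Tsg101 binding domain (10 uM final) to FITC-labeled PTAP peptide (50 nM final) in HEPES pH 7.5 buffer with NaCl, Tween 20, EDTA, TCEP. Compounds added before peptide; binding 20 min at RT.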
# TRPV1 ag: human TRPV1 agonism; hit rate 0.19% among 320,000; TRPV1-expressing cells, Fluo-8 calcium influx, agonist mode; activation, % at 8.33 µM; Q8NER1; in the data active = activation above about 80%; inconclusive = between about 30% and that limit; also: 0% is about no effect
# Target sequence (Q8NER1 whole entry, looked up): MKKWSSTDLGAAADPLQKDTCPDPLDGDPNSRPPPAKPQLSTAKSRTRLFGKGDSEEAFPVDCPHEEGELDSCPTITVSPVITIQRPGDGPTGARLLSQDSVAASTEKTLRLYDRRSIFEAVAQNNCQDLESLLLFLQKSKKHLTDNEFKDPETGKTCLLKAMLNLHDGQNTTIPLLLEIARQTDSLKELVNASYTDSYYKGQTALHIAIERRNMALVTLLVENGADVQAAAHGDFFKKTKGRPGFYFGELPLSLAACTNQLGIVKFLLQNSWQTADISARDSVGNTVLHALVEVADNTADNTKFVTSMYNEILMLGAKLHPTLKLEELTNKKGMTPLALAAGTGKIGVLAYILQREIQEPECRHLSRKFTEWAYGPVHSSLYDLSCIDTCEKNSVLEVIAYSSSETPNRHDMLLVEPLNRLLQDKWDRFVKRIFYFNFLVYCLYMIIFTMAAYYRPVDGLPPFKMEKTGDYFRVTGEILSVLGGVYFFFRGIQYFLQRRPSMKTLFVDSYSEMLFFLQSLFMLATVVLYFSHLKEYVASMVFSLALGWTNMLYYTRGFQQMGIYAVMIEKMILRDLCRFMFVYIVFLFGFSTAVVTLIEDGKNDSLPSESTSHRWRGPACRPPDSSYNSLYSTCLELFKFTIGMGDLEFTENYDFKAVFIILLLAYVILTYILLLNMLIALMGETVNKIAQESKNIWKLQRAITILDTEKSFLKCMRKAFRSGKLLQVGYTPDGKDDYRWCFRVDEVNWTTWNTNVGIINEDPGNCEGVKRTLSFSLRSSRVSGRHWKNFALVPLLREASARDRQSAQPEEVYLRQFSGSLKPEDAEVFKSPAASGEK
#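 Cells expressing TRPV1 were dye-loaded with Fluo-8 and read kinetically: 10 s baseline, 3 min after compound (agonist portion), then 2 min after EC20 capsaicin (allosteric enhancer portion). Calcium-bound dye fluorescence at 480/520 nm.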
# An asterisk follows results filed as active; ? = inconclusive; . = not tested or not shown; & = joins results of further samples; [ ] = dose if it differs, or a comment. Unless noted, calls follow the shape of the dose curve; as a rule, active = well fitted curve in the direction sought with a large enough effect; inconclusive = small, poorly fitted or top-dose-only effect, or another doubt; inactive = no such curve, though single readings can be large; an effect the other way counts as inactive or inconclusive.
# Results follow in this order: A-T KAP1 phos	ELG1 repair inh	MLL CXXC-DNA inh	BRCA1 expr up	p53 reactivator	a7 integrin act	TCR activator	B2AR arrestin	TSG101-PTAP inh	TRPV1 ag
CCOc1ccc([C@@H]2CC=C(C(=O)O)[C@H](c3ccc(F)cc3)N2S(=O)(=O)c2ccc(C)cc2)cc1
 : 16%	15%	.	-7%	4%	17%	-3%	-3.2%	1%	-7
COC(=O)c1oc2ccc(Cl)cc2c1N
 : 2%	?	3%	61%	17%	17%	-5%	0.3%	-5%	0
O=C(O)CCCN1C(=O)c2ccc(C(=O)c3cccc([N+](=O)[O-])c3)cc2C1=O
 : -3%	9%	-8%	5%	14%	17%	-1%	-0.2%	0%	-1
CC(CCC(=O)O)C1CCC2C3CCC4C[C@H](O)CCC4(C)C3CC(=O)C12C (some centres undefined)
 : 1%	6%	5%	-13%	-4%	14%	1%	0.2%	-1%	1
COc1cccc(-c2cc(C(=O)N3CCc4ccccc4C3)[nH]n2)c1
 : 3%	?	16%	84%	10%	6%	-5%	-0.9%	-4%	29
COc1ccc(NS(=O)(=O)c2cccc(NC(=O)CCC(=O)c3cccs3)c2)cc1
 : -4%	-14%	6%	-2%	3%	3%	14%[46.1 µM]	0.4%	-7%	2
CCOC(=O)C1=C(C)NC(C)=C(C(=O)OCC)C1C(=O)OCC(=O)N1CCc2ccccc21
 : -6%	?	-11%	8%	18%	15%	.	0.3%	-9%	-1
CCCN(CCC)CCNC(=O)C1CC(=O)N(c2ccc(OC)cc2)C1c1ccc(OC)cc1 (centres undefined)
 : -5%	6%	3%	2%	0%	-18%	4%	3.1%	-3%	-1
CC(Sc1nc2ccccc2s1)C(=O)NCc1ccc2c(c1)OCO2 (centres undefined)
 : 8%	25%	4%	21%	22%	4%	-5%[46.1 µM]	0.3%	-1%	14
CCc1ccc(NC(=O)C2(c3ccccc3)CC2(Cl)Cl)cc1 (centres undefined)
 : -2%	0%	-7%	4%	-2%	-19%	-6%	-0.3%	-3%	13
Cc1cccc(-c2nnc(SCC#N)n2Cc2ccccc2)c1
 : 19%	-7%	11%	0%	-9%	-6%	-1%	0.1%	-2%	.
Cc1cccc(N2CCN(S(C)(=O)=O)CC2)c1C
 : 4%	0%	0%	3%	-5%	8%	-12%	-0.3%	-1%	2
CCN1C(=O)[C@H]2[C@@H](c3ccc(C)cc3)N3C(=O)N(c4cccc(Cl)c4)C(=O)[C@@]3(Cc3ccc(Cl)cc3)[C@H]2C1=O
 : -10%	?	.	-52%	-3%	7%	2%	-0.2%	1%	-4
CCc1nc(SCC(=O)NNC(=O)c2ccc(OC)cc2)c2ccccc2n1
 : 1%	1%	10%	-10%	-4%	-8%	-7%	0.0%	-4%	-2
Cc1ccc(CSc2ncnc3c2cnn3Cc2ccccc2)cc1C
 : 5%	6%	3%	-6%	-1%	15%	-2%	-0.3%	-2%	-2
O=C(CSc1nnnn1-c1ccc2c(c1)OCCO2)N1CCN(C(=O)c2ccco2)CC1
 : 5%	-5%	0%	-1%	1%	?	-5%	-0.8%	-1%	4
CCCOC(=O)c1ccc(NC(=O)C(CC)CC)cc1
 : -7%	?	-3%	?	11%	?	13%[46.1 µM]	-1.3%	-10%	2
Cn1ncc(Cl)c1C(=O)Nc1nnc(C2CC2)s1
 : 6%	28%	-8%	6%	14%	35%	-3%	-0.6%	-2%	-1
CCCCN(C)C(=S)Nc1ccsc1C(=O)OC
 : 2%	0%	-3%	-1%	3%	?	3%	-0.1%	0%	6
CN(Cc1nc2ccccc2n1C)C(=O)c1ccco1
 : 10%	-7%	-4%	1%	8%	9%	3%	-0.1%	-3%	-2
CN(CC(=O)Nc1c(Cl)cccc1Cl)C(=O)CCCN1C(=O)c2ccccc2C1=O
 : 7%	-2%	21%	5%	1%	5%	0%	0.3%	-5%	0
O=C(NCc1ccc(OC(F)(F)F)cc1)c1cccc2c1C(=O)c1ccc(N3CCCC3)cc1S2(=O)=O
 : 0%	1%	.	-4%	7%	-4%	3%	-0.9%	?	.
Nc1cc(=O)[nH]n1C1CCN(c2ccccc2)CC1
 : -3%	-1%	-10%	0%	1%	27%	9%	0.2%	-5%	2
O=C(c1cccc([N+](=O)[O-])c1)c1ccc2c(c1)C(=O)NC2=O
 : 2%	10%	1%	-3%	3%	?	5%	0.2%	1%	-2
CC(C)(CCO)NC(=S)NC1CC2C=CC1C2 (centres undefined)
 : 3%	0%	-14%	6%	-2%	10%	9%	6.9%	-1%	?
COC(=O)C(Cc1ccccc1)NC(=O)COc1ccc(C(C)(C)C)cc1 (centres undefined)
 : -4%	6%	9%	-23%	-2%	-5%	8%	-0.7%	-8%	29
COc1cc(/C=C/C(=O)N2CCN(c3ccccn3)CC2)cc(OC)c1OC
 : -2%	-18%	2%	-18%	-9%	10%	0%	0.2%	.	3
CC(=O)Nc1ccc(S(=O)(=O)Oc2ccc(/C=N/NC(=O)c3ccc(Cl)cc3)cc2)cc1
 : 5%	?	11%	-43%	-5%	10%	-2%	-0.4%	-6%	-3
CC(C)C(NC(=O)c1ccc(C(C)(C)C)cc1)C(=O)OCC(=O)NC(=O)Cc1ccccc1 (centres undefined)
 : -5%	0%	-7%	1%	0%	0%	-2%[46.1 µM]	0.0%	-2%	6
O=C(c1cccc(S(=O)(=O)N2CCOCC2)c1)N1CCN(S(=O)(=O)c2cccs2)CC1
 : 28%	1%	-5%	-10%	0%	0%	-15%	0.3%	-2%	-2
Cc1ccsc1C(=O)N1CCN(C(=O)c2ccco2)CC1
 : -2%	8%	.	1%	-6%	21%	-6%	-0.1%	-3%	0
CC1(C)NC(=O)N(CC(=O)OCC(=O)N2CCN(S(=O)(=O)c3ccccc3)CC2)C1=O
 : 17%	20%	.	-8%	2%	-8%	2%	-0.2%	1%	1
Cc1cc(O)c(Sc2ccccc2)c(=O)o1
 : .	.	.	3%	.	1%	-7%	.	-2%	.
Nc1c(N(CCCO)C(=O)C2CCCC2)c(=O)[nH]c(=O)n1Cc1ccccc1
 : 21%	2%	.	6%	19%	9%	7%	0.3%	-3%	-6
CCOC(=O)C1(CCCc2ccccc2)CCN(C(=O)C2CCCN(C(N)=O)C2)CC1 (centres undefined)
 : 0%	-19%	-11%	1%	-2%	1%	-5%	-0.8%	-5%	18
CC(C)c1ccc(NC(=O)NCc2ccc3c(c2)OCO3)cc1
 : 8%	19%	?	47%	-2%	4%	-1%	0.1%	-8%	24
Cc1cccc(CCNC(=O)CCS(=O)(=O)c2cc3c(cc2Cl)NC(=O)CO3)c1
 : 0%	-6%	7%	-2%&-9%	3%	?	2%	0.1%	-3%	0
O=c1c2cc(NC(=S)NC3CCN(Cc4ccccc4)CC3)ccc2nc2n1CCCCC2
 : -1%	-26%	-5%	-3%	-6%	-58%[inhibitor]	-2%	0.1%	-10%	3
COc1ccccc1-n1c(SCC(=O)Nc2cccc(C(=O)O)c2)nnc1-c1ccccc1C
 : -9%	-7%	2%	35%	.	-9%	1%	0.4%	-2%	1
O=C(NCC12CC3CC(CC(C3)C1)C2)c1nc2ncccn2n1
 : 0%	0%	7%	1%	9%	-9%	-3%	-0.7%	0%	3
C[C@@H](C(=O)NNC(=O)c1ccc(Cl)cc1)N1C(=O)C2CC=CCC2C1=O (some centres undefined)
 : 7%	28%	.	-18%	13%	3%	-1%	-0.2%	-8%	.
Cc1ccc(CNC(=O)Cn2cccc2)cc1
 : -11%	9%	29%	22%	0%	12%	-1%	0.0%	-7%	4
Cc1ccc(-c2cc(N)nc(-c3ccccc3)c2)cc1
 : 0%	?	-8%	95%	?	1%	-3%	0.5%	1%	?
COc1ccc(-n2c(C)cc(C(=O)CSc3ccc(NC(C)=O)cc3)c2C)cc1
 : 1%	7%	4%	16%	?	13%	3%[46.1 µM]	-0.3%	-1%	9
Cc1ccc(-c2cc(C(=O)Nc3c(C)n(C)n(-c4ccccc4)c3=O)c3ccccc3n2)cc1
 : 8%	13µM*	.	-14%	-16%	-9%	0%[46.1 µM]	-0.8%	-2%	.
CC1(C)CC(=O)C(C(c2ccc(F)cc2)C2C(=O)CC(C)(C)CC2=O)C(=O)C1
 : -2%	7%	3%	6%	2%	14%	7%[46.1 µM]	-0.1%	1%	0
COC(=O)c1ccc2nc(NC(=O)C3CCCCC3)sc2c1
 : 1%	?	7%	?	0%	?	0%	-0.3%	-3%	16
Cn1nccc1C(=O)N/N=C/c1c(O)ccc2ccccc12
 : -10%	?	32%[activator]	-19%	?	-26%	7%	-1.0%	-2%	?
C=CCc1cc(OC)ccc1OCCOCCC(C(=O)OCC)C(=O)OCC
 : 11%	-4%	8%	-6%	-10%	-3%	-3%[46.1 µM]	0.1%	-2%	17
